# Insulin prom inh = TRM-6 insulin promoter activity inhibition; TRM-6 cells (human fetal islet line), insulin promoter-eGFP reporter, imaging; reporter expression induced with tamoxifen; inhibition, % at 2 µM; actives 0.9% (n = 130,000);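 active = inhibition above the mean plus 3 SD, with well images judged a real hit on visual review, cut at about 60% in these data, passing the limit was not always enough; inconclusive = inhibition over the cutoff but images rejected on review; inactive = inhibition not above the cutoff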
# sdo1 growth = compounds rescuing growth of sdo1-depleted yeast, bone marrow failure model. z-score at 10 µM. S. cerevisiae sdo1-depleted JHY4D growth rescue, OD600 30 h; active compounds read high; pdr5 snq2 efflux-pump mutant strain. AID 817. actives 0.21% (n = 140,000);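 active = z-score above 3 at both the 24 hr and the 30 hr optical density reads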;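 note: z-score against mean and SD of all compound wells on the same plate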
# sdo1 growth Rescue 24 h = recorded beside sdo1 growth, whose call it bears; z-score; S. cerevisiae sdo1-depleted JHY4D growth rescue, OD600; measured here: growth rescue at 24 h;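 0 is the plate mean of compound wells and units are plate SD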
# Starred values were filed as active, the others as inactive; i = inactive; ? = inconclusive; . = not tested or not shown; & = joins results of further samples.
Insulin prom inh	sdo1 growth	sdo1 growth Rescue 24 h	SMILES
.	-1.07	0.27	CCCN1C(=O)/C(=C/c2cc(C)n(C)c2C)SC1=Nc1ccc(OC)cc1
20.0	0.23	0.05	O=C(O)CCc1nn2cc(-c3ccccc3)nc2[nH]c1=O
-65.0	-0.95	-0.73	CC1=C(C(=O)N2CCN(c3cc(C)ccc3C)CC2)C2(CCCCC2)OC1=O
40.0	.	.	CCNc1cc(N2CCOCC2)nc(SC)n1
38.9	.	.	COc1ccc(N(CC(=O)Nc2ccccc2C(N)=O)S(=O)(=O)c2ccc(C)c([N+](=O)[O-])c2)cc1
.	-0.45	-0.51	Cc1ccc(S(=O)(=O)n2c3ccc(F)cc3c3nc(C)sc32)cc1
.	-1.7	-1.52	Cc1ccc(-c2nnc3n2N=C(c2ccccc2)CS3)cc1
-252.6	-1.22	-0.68	Cn1c(=O)c2c(nc(NCc3ccccc3)n2CCCc2ccccc2)n(C)c1=O
45.0	.	.	CN(C(=O)CS(=O)(=O)c1cccc(Cl)c1)c1ccccc1
0.0	0.12	-0.11	CN(C)c1ccc(C=NCCC2(O)CCOC(C)(C)C2)cc1 (stereo not drawn)
14.8	-2.25	-1.76	COc1ccc(C(=O)NC(=S)Nc2ccc(N3CCOCC3)c(Cl)c2)cc1[N+](=O)[O-]
-39.0	0.39&-0.71	-0.52&-0.43	O=[N+]([O-])/C(=C\Nc1ccccc1Cl)S(=O)(=O)c1ccccc1
i	.	.	CC(C)C(=O)N1CCN(c2ccc(NC(=O)c3ccc([N+](=O)[O-])o3)cc2Cl)CC1
.	1.78	0.73	O=C1NCCN1CCNS(=O)(=O)c1ccc2ccccc2c1
.	-0.03	0.36	O=C(OCC1COc2ccccc2O1)c1c(F)cccc1F (stereo not drawn)
.	0.07	-0.2	COc1cccc(NC(=O)NCc2cccn2C)c1
.	0.86	1.04	Cc1ccsc1C(C(=O)NC1CCCCC1)N(C(=O)c1csnn1)C1CC1 (stereo not drawn)
25.0	-1.14	-0.82	O=[N+]([O-])c1cccc(CNc2ccc3c(c2)CCC3)c1
.	-0.92	-1.19	CCN(CC)S(=O)(=O)c1ccc(-c2nnc3sc4cccc(C)c4n23)cc1
13.3	0.46	0.68	CN(C)S(=O)(=O)c1ccc(N2CCCC2)c(C(=O)NCc2ccc(Cl)cc2)c1
-57.1	.	.	O=C(NN1C(=O)C2C(C1=O)C1C=CC2C12CC2)c1cccnc1 (stereo not drawn)
-163.3	0.24	0.72	CCOC(=O)c1c(NC(=O)CSc2nc3ccccc3c(=O)n2-c2ccccc2)sc(C(C)=O)c1C
13.3	.	.	CC(C)NS(=O)(=O)c1ccc(CCC(=O)N2CCC(C(N)=O)CC2)cc1
-10.7	-0.39	-0.93	CCOC(=O)C1CCCN(C(=O)C2CCN(S(=O)(=O)c3cccs3)CC2)C1 (stereo not drawn)
16.1	-0.56	-0.76	COc1ccc(CCN2C(=O)C3C4CC(C5C(C(=O)N/N=C\c6ccc(Cl)cc6)=NOC45)C3C2=O)cc1OC (stereo not drawn)
.	1.27	1.09	O=C1CN(C(=O)COC(=O)C2=COCCO2)c2ccccc2N1
-13.3	-0.03	-0.86	O=C(Nc1ncn[nH]1)c1cc(S(=O)(=O)Nc2ccc(Cl)cc2)ccc1Cl
20.0	-0.67	-0.29	CCOC(=O)c1sc2nc(N3CCOCC3)c3c(c2c1N)CCC3
38.5	.	.	COc1ccc(/C=N/N2CCN(C)CC2)c(OC)c1OC
-40.0	-1.06	-0.78	O=C(Nc1cccc(S(=O)(=O)NC2=NCCCCC2)c1)c1cc(-c2ccccc2Cl)nc2ccccc12
-20.0	.	.	Cc1cc(=O)c(C(=O)O)nn1-c1ccccc1
.	-2.13	-2.07	Cc1c(Cl)cccc1Nc1nc(N)nc(CSc2nc3ccccc3s2)n1
-80.7	-0.17	-0.4	COc1ccccc1CO/N=C/c1cccn1-c1nccc(N(C)C)c1C#N
.	1.32	1.24	Cc1nc2c3ccccc3n(CC(=O)c3ccc(F)cc3)c(=O)n2n1
5.6	-0.64	0.13	Cc1ccc(S(=O)(=O)c2c(N)n(CCC(C)C)c3nc4ccccc4nc23)cc1
.	1.33	0.45	O=C(O)C1OC(C(=O)O)C2C1C(F)(F)C2(F)F (stereo not drawn)
9.1	.	.	CCOc1ccc(NC(=O)CN2C(=O)CSC(C)C2=O)cc1 (stereo not drawn)
14.3	1.22	0.16	CCC(=O)N(CC)Cc1cc(=O)[nH]c2ccccc12
-320.0	0.52	-0.25	Cc1cccc(N(C(=O)CCC(=O)Nc2cccnc2)C(C(=O)NC2CCCC2)c2ccncc2)c1 (stereo not drawn)
17.6	0.8	-0.2	CN(c1ccccc1)S(=O)(=O)c1cccc(NC(=O)CSc2ncn[nH]2)c1
76.9*	1.74	1.33	COc1ccc2c(c1)-c1nc(/N=C/c3ccc(O)cc3)sc1CC2
-10.3	-0.48	1.03	Cc1cc(-c2ccccc2)nc(N2CCC(C(=O)NC34CC5CC(CC(C5)C3)C4)CC2)n1
-3.2	0.03	0.21	O=C(COC(=O)CCc1nc2ccccc2s1)Nc1nc(-c2ccccc2)cs1
53.6	-1.48	-1.26	CCOC(=O)c1ccc(NC(=O)Nc2ccn(C)n2)cc1
-16.3	0.61	0.33	Cn1cc(CNC(=O)C2CCCCC2)cn1
.	0.83	0.77	Cc1cccc(CCNC(=O)C2CCN(S(=O)(=O)c3c(C)nn(C)c3C)CC2)c1
?	-0.33	-0.32	O=C(O)c1cnc(-c2ccccc2)nc1Sc1ccccc1
.	-1.19	-1.25	CCN(c1nc(C)cc(OC)n1)S(=O)(=O)c1ccccc1
-6.2	-0.09	-0.03	CCOC(=O)CC1C(=O)NC2CCCCC2N1C(=O)Nc1ccc(Cl)cc1 (stereo not drawn)
3.0	0.32	0.39	Cc1sc2ncnc(-n3cnc4ccccc43)c2c1C
33.3	1.69	-0.48	CCCOC(=O)c1ccc(Oc2c(-c3ccc(OC)cc3O)n[nH]c2C)cc1
41.4	0.6	-0.25	CC1(C)CC(=O)c2c(n(-c3cccc4ccccc34)ccc2=O)C1
.	0.97	1.73	COc1cc(OC)cc(C(=O)NNC(=O)c2ccccc2Br)c1
.	0.45	-0.06	CC1CCc2nn(CC(=O)NCCCN3CCOCC3)cc2C1 (stereo not drawn)
-12.5	1.08	0.74	CCc1ccc(NC(=S)N(CCCN2CCN(C)CC2)Cc2cccs2)cc1
6.2	0.05	-0.89	COc1ccc(-c2nnc(SCC(=O)NNC(=O)c3ccc(C)cc3)o2)cc1
25.0	-0.79	-0.58	COc1ccccc1N1CCN(C(=O)C(C)N(c2ccc(C)c(C)c2)S(C)(=O)=O)CC1 (stereo not drawn)
-26.7	-1.09	-0.53	CC(C)(C)NC(=O)CON=C1c2ccccc2-c2ccccc21
.	-0.04	-0.83	Cc1cc(C)c(S(=O)(=O)N(CC(=O)O)CC(=O)O)c(C)c1
37.0	-1.38	-0.81	NC(=O)c1ccsc1NC(=O)c1nc(-c2ccccc2)n(-c2ccccc2)n1

# Other entries follow:
Insulin prom inh	sdo1 growth	sdo1 growth Rescue 24 h	SMILES
-6.2	-0.11	-0.03	O=C(CSc1nnc(CNC(=O)c2c(F)cccc2Cl)o1)c1ccccc1
-5.0	.	.	COC(=O)c1ccc(C(=O)OC)c(NC(=O)CN2CCCCC2)c1
.	-0.96	-0.32	COc1cc(OC)cc(-c2nnc(SCC(=O)N(Cc3ccccc3)C(C)(C)C)o2)c1
.	0.05	0.23	Cn1c(CCN2CCCCC2)nc2cc(NS(=O)(=O)c3ccccc3)ccc21
-30.9	0.31	0.2	O=C(CCn1c(=O)oc2ccccc21)NCCN1CCc2ccccc2C1
21.1	.	.	COc1ccc(CNC(=O)C(=O)NCc2cccnc2)cc1
-46.1	1.4	0.71	O=C(NCCCN1CCOCC1)c1ccc(CS(=O)(=O)Cc2ccccc2Cl)o1
.	-0.19	0.34	CCOC(=O)CSc1nc2ccccc2n1CC(=O)N1CCN(c2ccccc2)CC1
.	-1.28	-1.08	Cc1cc(C(C)(C)C)oc1C(=O)N(CC(=O)NC1CCCC1)Cc1ccccc1
18.2	-0.68	1.13	COc1ccc(NC(=O)Cc2c(SC)c3ccccc3n2Cc2ccccc2)cc1
.	-0.78	-0.32	CC1=C(C(=O)OCCOc2ccccc2)C(c2ccc(C)o2)C2=C(CC(C)(C)CC2=O)N1 (stereo not drawn)
.	0.11	0.8	COc1ccccc1NC(=O)c1ccc(NS(=O)(=O)c2cccc3cccnc23)cc1
0.0	.	.	Clc1ccc(CSc2ccc(-c3ccccn3)nn2)cc1
-30.8	0.4	-0.17	O=C(O)c1ccnc(SCC(=O)c2ccccc2)c1
-50.0	0.22	-0.27	CC1CCCCC1NC(=O)c1ccc(N2CCCC2=O)cc1 (stereo not drawn)
-44.4	-0.94	-0.67	CCOc1ccc(CCNC(=O)Cn2cccc2C(=O)c2ccccc2)cc1OCC
21.4	0.35	0.74	CCN(CC)C(=O)c1sc(NC(=O)c2ccc3c(c2)OCO3)c(C#N)c1C
.	1.59	0.91	CCn1c(SCC(=O)NCc2ccccc2)nc2c(c1=O)SC(C)C2 (stereo not drawn)
-38.9	.	.	COc1ccc(C(=O)N2CCOCC2)cc1S(=O)(=O)N1CCCc2ccccc21
.	0.03	-0.55	O=C(Nc1cccc(S(=O)(=O)Nc2ccccc2Cl)c1)c1ccc(N2CCCC2)c([N+](=O)[O-])c1

# One compound at a time, as listed above. Values in the order: Insulin prom inh | sdo1 growth | sdo1 growth Rescue 24 h
# Shown for O=C(CCn1c(=O)oc2ccccc21)NCCN1CCc2ccccc2C1 → -30.9 | 0.31 | 0.2
# Shown for Cn1c(CCN2CCCCC2)nc2cc(NS(=O)(=O)c3ccccc3)ccc21 → . | 0.05 | 0.23
# Shown for CCOC(=O)CSc1nc2ccccc2n1CC(=O)N1CCN(c2ccccc2)CC1 → . | -0.19 | 0.34
# Shown for O=C(CSc1nnc(CNC(=O)c2c(F)cccc2Cl)o1)c1ccccc1 → -6.2 | -0.11 | -0.03
# Shown for CCN(CC)C(=O)c1sc(NC(=O)c2ccc3c(c2)OCO3)c(C#N)c1C → 21.4 | 0.35 | 0.74

# Returning to the listing with the two entries that preceded the break.
Insulin prom inh	sdo1 growth	sdo1 growth Rescue 24 h	SMILES
-38.9	.	.	COc1ccc(C(=O)N2CCOCC2)cc1S(=O)(=O)N1CCCc2ccccc21
.	0.03	-0.55	O=C(Nc1cccc(S(=O)(=O)Nc2ccccc2Cl)c1)c1ccc(N2CCCC2)c([N+](=O)[O-])c1
33.3	.	.	COc1cc(C(=O)N[C@@H](C)C(=O)NCc2ccco2)cc(OC)c1OC
.	0.42	0.27	Cc1cccc(-c2noc(CCCC(=O)Nc3cccnc3)n2)c1
-7.1	-0.7	0.37	CC(NC(=S)Nc1ccccc1)C1COc2ccccc2O1 (stereo not drawn)
34.2	0.8	0.31	O=C(O)c1cccc(N=NN2CCCCCC2)c1
3.3	-1.75	-1.83	COc1cc(/C=C2\SC(=S)N(Nc3ccccc3)C2=O)ccc1O
-10.7	-0.47	-0.52	Cc1cc(C)n2ncc(C(=O)NCCc3ccccc3)c2n1
5.4	0.05	0.07	O=C(N1CCOCC1)N1CCN(C(=O)N(c2ccccc2)c2ccccc2)CC1
.	0	-0.04	O=C(Nc1ccc(Cl)cc1F)c1ccc(COc2c(F)c(F)c(F)c(F)c2F)o1
.	-0.53	-0.72	O=C(COc1ccccc1Cl)N1CCN(c2ncccn2)CC1
41.7	.	.	COc1ccc(N2CC(NC(=O)Nc3ccccc3)CC2=O)cc1 (stereo not drawn)
45.5	.	.	O=C(NC(=S)Nc1nc2ccc(F)cc2s1)c1ccco1
.	-1.17	-1.11	CC(C)Cn1c(N2CCN(C(=O)c3cccs3)CC2)nc2ccccc21
.	0.3	0.2	COC(=O)Cn1cc(C(=O)c2ccco2)c2ccccc21
19.4	-0.22	-0.69	COc1ccccc1NCCC(=O)OCC(=O)NC1CCCCCC1
-7.4	-0.36	0.29	CSc1nc2sc3c(c2c(=O)n1C)CCCC3
42.3	0.75	0.55	COc1ccc(C(=O)N2CCCC2)cc1S(=O)(=O)N1CCC(C)CC1
33.3	-1.26	-0.02	Cc1cc(C)n(-c2nnc(NC34CC5CC(CC(C5)C3)C4)nn2)n1
.	0.64	0.61	Cc1oc(CC(C)C)cc1C(=O)Nc1ccc(C(=O)O)cc1
.	0.5	0.89	CN(C)S(=O)(=O)c1cccc(NC(=O)CSc2nc3c(cc2C#N)C(=O)CC(C)(C)C3)c1
-181.2	-1.79	-1.28	CCNc1ccc(Br)cc(C(=O)/C=C/c2ccc(Cl)cc2)c1=O
0.0	0.06	0.23	C=CCNCCOc1ccc(C(C)(C)c2ccccc2)cc1
.	-1.15	-0.64	COc1cc(CCC(=O)N2CCN(S(=O)(=O)c3ccc(C)c(C)c3)CC2)cc(OC)c1OC
.	0.9	0.57	CCc1ccc(OCCOCC(O)CNC(C)(C)C)cc1 (stereo not drawn)
.	0.83	0.93	CC1CCCCN1C(=O)c1ccccc1NC(=O)c1ccco1 (stereo not drawn)
-34.5	-1.16	-0.16	O=S(=O)(NCCSCc1c(Cl)cccc1Cl)c1ccc2c(c1)OCCO2
-409.1	.	.	CC1(C(=O)O)Oc2cccnc2NC1=O (stereo not drawn)
.	1.49	1.4	COc1cc(C2=NOC(C(=O)NCc3cccs3)C2)cc(OC)c1OC (stereo not drawn)
-22.6	-2.04	-0.67	N/C(=N\OC(=O)C12CC3CC(CC(C3)C1)C2)c1ccccc1
.	0.79	0.52	CN(Cc1cccs1)C(=O)Cc1c[nH]c2ccccc12
-71.4	.	.	CCC(C)(C)NC(=O)C(c1ccc(F)cc1)N(Cc1ccc(OC)cc1)C(=O)c1cnccn1 (stereo not drawn)

# Shown as a hit in Insulin prom inh (from the list above):
Insulin prom inh	sdo1 growth	sdo1 growth Rescue 24 h	SMILES
76.9*	1.74	1.33	COc1ccc2c(c1)-c1nc(/N=C/c3ccc(O)cc3)sc1CC2

# Bioassay records deposited in PubChem BioAssay by several laboratories.

# The list is partial, so the mix of outcomes need not match the whole.
